Bioassay records: PubChem BioAssay, several laboratories
Anthrax LF prot: blocks Bacillus anthracis lethal factor protease. 360,000 compounds, 0.12% hits. inhibition, % at 10 µM. multiplex microsphere protease cleavage assay, LF; further: plate controls were buffer without enzyme for full effect and enzyme alone for no effect
Target sequence (P15917 whole entry, looked up): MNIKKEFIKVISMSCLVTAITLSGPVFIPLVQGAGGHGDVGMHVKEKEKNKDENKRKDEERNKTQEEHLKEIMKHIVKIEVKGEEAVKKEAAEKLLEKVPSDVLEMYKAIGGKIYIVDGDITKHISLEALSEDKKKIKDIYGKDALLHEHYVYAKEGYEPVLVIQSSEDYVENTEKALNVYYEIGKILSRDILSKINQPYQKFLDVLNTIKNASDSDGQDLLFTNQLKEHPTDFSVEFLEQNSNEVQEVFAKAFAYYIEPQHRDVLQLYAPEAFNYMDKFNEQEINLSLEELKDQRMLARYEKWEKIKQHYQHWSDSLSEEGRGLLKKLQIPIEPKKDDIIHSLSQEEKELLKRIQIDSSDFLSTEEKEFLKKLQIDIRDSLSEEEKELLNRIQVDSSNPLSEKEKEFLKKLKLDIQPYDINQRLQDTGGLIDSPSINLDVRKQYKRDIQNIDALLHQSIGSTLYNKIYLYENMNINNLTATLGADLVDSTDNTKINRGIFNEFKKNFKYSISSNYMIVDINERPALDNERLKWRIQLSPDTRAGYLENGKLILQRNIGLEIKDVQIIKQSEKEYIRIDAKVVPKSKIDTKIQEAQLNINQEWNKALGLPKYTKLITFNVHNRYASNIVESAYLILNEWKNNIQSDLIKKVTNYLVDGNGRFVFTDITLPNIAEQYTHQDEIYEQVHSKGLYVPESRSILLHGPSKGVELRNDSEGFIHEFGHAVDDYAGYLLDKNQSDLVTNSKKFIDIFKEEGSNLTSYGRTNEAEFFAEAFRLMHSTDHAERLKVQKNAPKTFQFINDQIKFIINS
DUSP3 inh: DUSP3 (human) phosphatase inhibition | P51452 | recombinant VHR phosphatase, pNPP absorbance | inhibition, % at 13.3 µM | 290,000 compounds, 0.52% hits | AID 1654; in the data active means inhibition above about 50%; further: some compounds called inactive have numbers as strong as hits
Target sequence (P51452 whole entry, looked up): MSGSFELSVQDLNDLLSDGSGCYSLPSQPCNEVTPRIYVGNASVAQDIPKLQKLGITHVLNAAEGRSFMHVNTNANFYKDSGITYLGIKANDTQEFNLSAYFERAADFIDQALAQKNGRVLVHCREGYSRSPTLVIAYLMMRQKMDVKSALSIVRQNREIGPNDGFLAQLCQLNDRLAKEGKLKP
CCHF vOTU inh: blocks the CCHF virus ovarian tumor domain protease; CCHFV vOTU protease, Pep-AMC fluorescence; inhibition, % at 11.5 µM; 370,000 compounds, 0.55% hits; AID 651958; in the data active means inhibition above about 30%; further: 0% = vehicle wells with enzyme and 100% = no enzyme wells
BoNT-A LC inh2: BoNT A light chain protease inhibition | multiplex microsphere protease substrate cleavage, flow cytometry | inhibition, % at 10 µM | 360,000 compounds, 0.17% hits; further: plate controls were buffer without enzyme for full effect and enzyme alone for no effect
BH1578 lux ind: induces V. cholerae light production without autoinducers | V. cholerae BH1578 lux reporter, luminescence, 6 h | activation, % at 18.7 µM | 350,000 compounds, 0.16% hits; in the data active means activation mostly above about 9.7%, no sharp cut-off; inconclusive means no clear call, values can overlap the other calls; inactive means mostly below about 3.7%; further: not every result past the cut was called active; inactives centre near 0; reference of the scale not given here
TcdB GH inh: inhibitors of Clostridioides difficile toxin B glycohydrolase; P18177; TcdB glycohydrolase enzymatic assay, plate reader; inhibition, % at 9.99 µM; 350,000 compounds, 0.24% hits; AID 652162; in the data active means inhibition above about 10%
SARS 3CLpro inh: SARS-CoV 3CLpro protease inhibition | P0C6X7 | recombinant SARS-CoV 3CLpro, quenched FRET peptide cleavage | inhibition, % at 6 µM | 290,000 compounds, 0.14% hits | AID 1706; in the data active means inhibition above about 12%
PfHsp40 yeast: restores yeast growth despite PfHsp40 toxicity; AID 504582; S. cerevisiae expressing PfHsp40, growth rescue, ATP luminescence; 340,000 compounds, 0.68% hits; growth rescue, % at 12.5 µM; in the data active means growth rescue above about 28%, passing the limit was not always enough; inconclusive means no clear call, values can overlap the other calls;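 further: yeast W303a lacking pdr1 and pdr3 grown in galactose medium; growth measured after three days at 30 °C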
PriA SSB inh: inhibitors of Klebsiella pneumoniae PriA binding to SSB C-terminal tail | AlphaScreen SSBct-PriA binding, biotinylated peptide | inhibition, % at 33 µM | 430,000 compounds, 0.6% hits; in the data active means inhibition mostly above about 37%, no sharp cut-off; inactive means mostly below about 20%;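 further: plate controls were negative control peptide for no effect and reference peptide for full effect; strong numbers were not always called active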
Yp Topo-I inh: Y. pestis Topo-I inhibition via cleavage products | Y. pestis Topo-I cleavage product accumulation, plate reader | activity, % at 10 µM | 360,000 compounds, 0.064% hits; in the data active means activity above about 50%, passing the limit was not always enough; inconclusive means no clear call, values can overlap the other calls; further: inactives centre near 2
The depositor's hits bear a star; i = inactive; ? = inconclusive; . = not tested or not shown; & = joins results of further samples. Unless noted, no stated cut-off is given here; in the data, active means inhibition above about 30%; inconclusive means no clear call, values can overlap the other calls; inactive means below that.

SMILES | Anthrax LF prot | DUSP3 inh | CCHF vOTU inh | BoNT-A LC inh2 | BH1578 lux ind | TcdB GH inh | SARS 3CLpro inh | PfHsp40 yeast | PriA SSB inh | Yp Topo-I inh
O=C(Oc1ccc2ccc(=O)oc2c1)c1cccs1 | 3 | 2 | -290 | -0.5 | -0.1 | 0.5 | 20* | -1.8 | -3 | -4
COC(=O)c1c(NC(=O)C(=O)N2CCCCC2)sc2c1CC(C)(C)OC2 | 6 | 14 | 14 | 0.6 | 4.4 | 0.3 | 4 | 0.7 | 2 | 16
CCCc1c(C(=O)Nc2cc(C)on2)cnn1-c1ccccc1 | 7 | -11 | 4 | ? | -0.8 | 1.5 | 7 | 0.4 | -13 | -6
Cc1nc2ccccc2nc1OCC(=O)Nc1ccc(F)cc1 | -1 | 18 | -4 | -0.8 | -0.4 | 12* | 2 | -0.3 | -7 | 0
COc1ccc(NC(=O)Nc2cc3oc4ccccc4c3cc2OC)cc1 | -1 | 10 | 9 | 0.5 | -0.4 | -0.7 | 4 | 1.2 | -9 | 0
Cc1ccc(S(=O)(=O)N(C)C[C@@H]2OCc3cn(nn3)CCCC(=O)N([C@H](C)CO)C[C@H]2C)cc1 | -4 | . | 5 | -1.1 | . | 0.2&-0.8&1.2 | . | . | . | .
O=C(NCCOC(=O)c1ccc(Cl)cc1)c1cccnc1 | 1 | 24 | 6 | ? | 1.5 | . | -4 | -0.8 | 4&-12 | 3
CN(c1ccccc1)c1ccc(/C=N/NC(=O)CC#N)cc1 | -1 | 0 | 8 | 0.3 | -0.3 | . | 7 | -0.4 | . | 2
COc1ccccc1NC(=O)C(C)N1C(=O)C2CCCCC2C1=O (stereo not drawn) | 1 | . | -3 | 0.0 | -1.1 | 0.8 | . | -0.4 | 2 | 1
Cc1ccc(S(=O)(=O)NCCNC(=O)C2CCCNC2=O)cc1 (stereo not drawn) | -1 | 14 | 11 | -1.2 | -0.4 | . | -6 | -0.2 | -3 | -2
COc1ccc2c(c1)CCc1cc(C(=O)N3CCN(c4ccc(N5CCOCC5)nn4)CC3)sc1-2 | -4 | 24 | . | 0.1 | -0.1 | . | -1 | 0.3 | -6 | 30
COc1ccc(/C=C2/Sc3ccc(C(=O)N4CCOCC4)cc3NC2=O)cc1OC | 0 | -14 | 8 | 3.3 | i | 1.0 | 1 | 0.6 | -2 | -1
Cc1ccc(-c2nc(-c3ccc(Cl)cc3)sc2CC(=O)O)c(C)c1 | 1 | 30 | -4 | -0.3 | 0.0 | 1.9 | 7 | 5.7 | -10 | 3
CC(=O)C1CCC2C3CC(O)C4CC(O)CCC4(C)C3CCC12C (stereo not drawn) | -7 | . | -9 | -0.6 | -0.9 | -0.7 | . | -0.2 | -2 | 1
O=C(/C=C/c1ccc(F)cc1)N1CCN(Cc2ccccc2)CC1 | . | . | -12 | . | i | 0.4 | . | . | -6 | 4
Cc1ccc(S(=O)(=O)NCCCCCC(=O)NCCc2ccccc2)cc1 | -6 | 9 | 9 | 4.4 | i | 0.2 | -7 | 0.9 | 6 | 10
O=C(CCCc1ccccc1)NCCCc1ccccc1 | -6 | 9 | -11 | 1.8 | -0.6 | 0.7 | -1 | 2.7 | -13 | 15
Cc1ccccc1/C(N)=N/OC(=O)c1ccc(F)cc1 | 6 | 25 | -3 | -1.0 | -0.1 | 0.7 | 6 | -1.3 | . | 3
C/C(=N\NC(=S)NCc1ccccc1)c1ccccc1F | 4 | 18 | -8 | -0.9 | i | -0.7 | 5 | -1.4 | . | 18
CCC(=O)c1ccc(OCC(=O)Nc2cccc(S(=O)(=O)N(C)c3ccccc3)c2)cc1 | -1 | . | -5 | 0.0 | -0.2 | -0.5 | . | 1.0 | -6 | -7
O=C(COc1ncnc2ccccc12)c1ccc(Cl)cc1 | -4 | 5 | -14 | 0.0 | -0.1 | 0.8 | -1 | ? | -11 | 2
O=C(CN1CCN(Cc2ccc(F)cc2)CC1)NCCc1ccccc1 | 10 | -2 | -6 | 0.3 | -0.2 | 0.7 | -1 | -0.7 | -15 | 6
O=C1c2ccccc2[C@@H]2C[C@@H](O)[C@H](Nc3cccc(Cl)n3)CCN12 | 3 | . | 0 | -0.1 | 1.5 | 1.0 | . | -0.3 | -12 | -2
COc1ccc(C(=O)NCC(C)NC(=O)c2ccc(OC)c(OC)c2)cc1OC (stereo not drawn) | 12 | . | -8 | -2.9 | -1.2 | 0.9 | . | 0.1 | -26 | 1
CC(=O)Nc1c(O)nc(SCC(=O)Nc2sc3c(c2C#N)CCCCCC3)[nH]c1=O | -4 | 24 | 4 | 2.8 | -0.1 | . | 3 | 1.8 | 16 | 2

Look-ups from the list:
O=C(COc1ncnc2ccccc12)c1ccc(Cl)cc1 in DUSP3 inh is entered as 5
Cc1ccc(S(=O)(=O)NCCNC(=O)C2CCCNC2=O)cc1 (stereo not drawn) in DUSP3 inh is entered as 14
Cc1nc2ccccc2nc1OCC(=O)Nc1ccc(F)cc1 in BH1578 lux ind is entered as -0.4
COc1ccccc1NC(=O)C(C)N1C(=O)C2CCCCC2C1=O (stereo not drawn) in TcdB GH inh is entered as 0.8

Entries of single compounds, looked up by structure.
Results for O=C(Oc1ccc2ccc(=O)oc2c1)c1cccs1 → Anthrax LF prot = 3; DUSP3 inh = 2; CCHF vOTU inh = -290; BoNT-A LC inh2 = -0.5; BH1578 lux ind = -0.1; TcdB GH inh = 0.5; SARS 3CLpro inh = 20*; PfHsp40 yeast = -1.8; PriA SSB inh = -3; Yp Topo-I inh = -4
Results for Cc1ccc(S(=O)(=O)NCCCCCC(=O)NCCc2ccccc2)cc1 → Anthrax LF prot = -6; DUSP3 inh = 9; CCHF vOTU inh = 9; BoNT-A LC inh2 = 4.4; BH1578 lux ind = i; TcdB GH inh = 0.2; SARS 3CLpro inh = -7; PfHsp40 yeast = 0.9; PriA SSB inh = 6; Yp Topo-I inh = 10

Reprinted at random: 3 entries already listed.
SMILES | Anthrax LF prot | DUSP3 inh | CCHF vOTU inh | BoNT-A LC inh2 | BH1578 lux ind | TcdB GH inh | SARS 3CLpro inh | PfHsp40 yeast | PriA SSB inh | Yp Topo-I inh
O=C(CN1CCN(Cc2ccc(F)cc2)CC1)NCCc1ccccc1 | 10 | -2 | -6 | 0.3 | -0.2 | 0.7 | -1 | -0.7 | -15 | 6
COc1ccccc1NC(=O)C(C)N1C(=O)C2CCCCC2C1=O (stereo not drawn) | 1 | . | -3 | 0.0 | -1.1 | 0.8 | . | -0.4 | 2 | 1
COc1ccc(C(=O)NCC(C)NC(=O)c2ccc(OC)c(OC)c2)cc1OC (stereo not drawn) | 12 | . | -8 | -2.9 | -1.2 | 0.9 | . | 0.1 | -26 | 1

Next part:
SMILES | Anthrax LF prot | DUSP3 inh | CCHF vOTU inh | BoNT-A LC inh2 | BH1578 lux ind | TcdB GH inh | SARS 3CLpro inh | PfHsp40 yeast | PriA SSB inh | Yp Topo-I inh
COc1ccc(CCNC(=O)C/C(C)=N/NC(=O)C2CCCCC2)cc1OC | 1 | 1 | 8 | 0.4 | -0.7 | 1.5 | 2 | -0.8 | . | 4
CS(=O)(=O)N(CC(=O)NCCSC1CCCCC1)c1ccc2c(c1)OCO2 | 1 | 0 | 8 | 0.4 | i | . | 3 | 0.3 | 1 | 14
Cc1ccc(S(=O)(=O)N2CCC(C(=O)N3CCC[C@H]3C(=O)NCc3ccccc3)CC2)cc1 | 0 | 11 | -7 | -4.8 | 2.0 | . | -8 | -0.7 | -12 | 5
O=C(NCN1C(=O)C2C3C=CC(C3)C2C1=O)OC1CCCCC1 (stereo not drawn) | -2 | 7 | -3 | -0.5 | -5.6 | . | -4 | -0.1 | 2 | 6
COc1ccccc1C1CC(=O)Oc2cc(C)cc(C)c21 (stereo not drawn) | 6 | . | -2 | -0.5 | -13 | 1.0 | . | -1.3 | -6 | 4
O=C(Nc1ccccc1)c1ncoc1-c1ccc(Cl)cc1 | 6 | 10 | -8 | 4.3 | -0.4 | 1.4 | 2 | 0.1 | -10 | -3
O=[N+]([O-])c1cccc2ncccc12 | -5 | -4 | 12 | -1.1 | 0.5 | -0.8 | -7 | -0.4 | -1 | 2
COc1ccc(S(=O)(=O)N2CCNC(=O)CC2)cc1 | -1 | 24 | -7 | 1.1 | i | -1.0 | -3 | -0.9 | -3 | 7
OCCC1CN(Cc2cnc(-c3ccc(Cl)cc3)nc2)CCN1C1CCCC1 (stereo not drawn) | -6 | 26 | -17 | -1.2 | i | -0.3 | -3 | -1.7 | -9 | -4
COc1ccc2cc(C3C(C#N)=C(N)OC(C)=C3C(C)=O)c(Cl)nc2c1 (stereo not drawn) | -1 | -4 | -2 | -2.0 | -0.2 | -13 | -4 | 0.2 | 6 | 3
CCN(CC)S(=O)(=O)c1ccc(C(=O)Oc2coc(CSc3nc(C)cc(C)n3)cc2=O)cc1 | -2 | -5 | 12 | 0.6 | i | . | -3 | 72* | 3 | 10
CCc1sc(C(=O)Nc2ncccc2C)cc1C | 1 | -22 | 7 | -0.7 | -0.5 | -2.5 | -1 | 0.6 | -8 | 1
CCOC(=O)N1CCN(CCC(=O)Nc2ccc(OC)cc2OC)CC1 | -6 | 22 | -12 | -1.4 | 1.4 | -0.1 | 3 | 0.5 | -9 | -2
O=C(Nc1ccccc1)c1cccc(N2C(=O)CCC2=O)c1 | -2 | 0 | 7 | 0.7 | -0.6 | . | 3 | 3.1 | -16 | 0
Cc1ccn2cc(CCNS(=O)(=O)c3ccc4c(c3)CCCC4)nc2c1 | -3 | -4 | -4 | -0.9 | -0.4 | 2.1 | 1 | 1.4 | -16&-6 | 16
Cc1ccc(-c2c(C(=O)NCc3ccccc3)oc(=O)c3ccccc23)cc1 | 0 | -2 | 2 | -0.6 | -0.3 | 0.6 | -1 | 0.3 | -10 | 15
CC(=O)NNc1ncnc2c1cnn2-c1ccc(C)cc1 | -8 | 6 | -15 | -0.3 | -0.3 | 1.1 | 1 | -1.2 | -5 | 1
O=C(CCS(=O)(=O)c1ccccc1F)Nc1ccc(N2CCN(Cc3ccccc3)CC2)cc1 | -3 | . | 20 | -2.9 | -0.2 | 1.4 | . | 0.3 | 21 | 5
C=C(C)CN(CC)C(=O)CC1C(=O)NCCN1CC(C)(C)C (stereo not drawn) | 8 | 0 | 6 | -0.3 | 1.9 | 1.6 | 5 | -1.1 | 3 | 3
CCOC(=O)CN(C(=O)CN1CCC(n2nnc3cc(C)ccc32)CC1)c1ccccc1 | 4 | -6 | 21 | -0.3 | i | . | 1 | -0.1 | 0 | 5
CCOc1ncccc1C(=O)N(C)CC(=O)Nc1ccc(C)cc1 | 2 | 26 | -3 | 1.4 | -0.5 | 1.1 | -3 | -1.5 | 3 | 1

A portion of the library; the hit share may differ from the screen's.
